# DAX1 inh-1 = DAX1 (NR0B1) inhibition, primary screen. HEK293T StAR-luciferase reporter, SF-1/DAX-1 repression relief. inhibition, % at 6.8 µM. hit rate 1.1% among 370,000. AID 652010;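 active = inhibition above the mean over all tested compounds plus 3 SD, cut at about 3.6% in these data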;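 also: 0% = DAX-1 cells with DMSO and 100% = cells lacking DAX-1 with DMSO; higher inhibition means more luminescence from relief of DAX-1 repression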
# DAX1 inh-2 = inhibits human nuclear receptor DAX1; HEK293 Gal4-DAX1 luciferase reporter, luminescence; inhibition, % at 6.75 µM; hit rate 0.99% among 340,000; AID 504766;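 active = inhibition above the mean over all tested compounds plus 3 SD, cut at about 4.2% in these data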;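 also: 0% = DAX1-transfected cells with DMSO and 100% = empty-vector control cells with DMSO; inhibition shows as a rise in luminescence from relieved DAX1 repression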
# Target sequence (P51843 207-470 limits assumed): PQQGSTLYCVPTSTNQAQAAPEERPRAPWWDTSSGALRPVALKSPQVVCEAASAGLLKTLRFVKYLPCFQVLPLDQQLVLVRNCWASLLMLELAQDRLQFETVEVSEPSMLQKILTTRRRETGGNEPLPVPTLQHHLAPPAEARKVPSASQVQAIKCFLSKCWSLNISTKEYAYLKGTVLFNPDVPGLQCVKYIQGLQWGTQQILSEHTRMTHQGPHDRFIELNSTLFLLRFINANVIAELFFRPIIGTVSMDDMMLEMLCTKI
# GAA850 FXN act = frataxin GAA850 promoter activation; HEK293 lucGAA850 FXN promoter luciferase reporter, 24 h; percent of 10 µM SAHA response; activation, % at 6 µM; hit rate 0.56% among 360,000; AID 540364;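 active = activation above the average of all compounds screened plus 3 SD, cutoff fixed separately per campaign, cut at about 7.5% in these data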;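 also: 0% = DMSO wells and 100% = 10 µM SAHA wells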
# ADAM17 inh = inhibits human ADAM17; recombinant ADAM17, EDANS/DABCYL FRET peptide cleavage; inhibition, % at 6.95 µM; hit rate 0.83% among 370,000;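 active = inhibition above the mean of compounds lying between control limits plus 3 SD, set per campaign, cut at about 8.5% in these data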;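 also: 0% = DMSO-only wells as the low control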
# ssDAF-12 act = S. stercoralis DAF-12 activation, primary screen; HEK293 ssDAF-12/GRIP1 lit1-tk-luc reporter, luminescence; % of 3 µM dafachronic acid response; activation, % at 6.8 µM; hit rate 1% among 370,000;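 active = activation above the mean over all tested compounds plus 3 SD, cut at about 0.9% in these data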;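 also: 0% = DMSO-only wells and 100% = 3 µM delta7-dafachronic acid wells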
# sPLA2-III inh = Inhibits HGIII-sPLA2 liposome hydrolysis, primary screen; QFRET BODIPY PC-A2 liposome hydrolysis, fluorescence; inhibition, % at 12.2 µM; hit rate 0.56% among 370,000; AID 743126;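 active = inhibition above mean plus 3 SD of compounds lying within the high and low control bounds, cut at about 19% in these data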;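 also: 0% = median of test compound wells and 100% = no enzyme DMSO wells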
# PLC-gamma1 inh = blocks human PLC-gamma1 enzyme activity; P19174; purified PLC-gamma1, fluorogenic substrate, fluorescence; inhibition, % at 12.2 µM; hit rate 0.84% among 370,000; AID 720700; in the data active = inhibition above about 9.5%
# ADAM10 inh = ADAM10 inhibition, QFRET primary screen; O14672; recombinant ADAM10, EDANS/DABCYL FRET peptide cleavage, 3 h; hit rate 0.62% among 370,000; AID 720582; inhibition, % at 7 µM;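 active = inhibition above a per-campaign cutoff equal to the mean of compounds falling between control-based bounds plus 3 SD, cut at about 20% in these data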;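 also: 0% = DMSO wells while the 100% control is not disclosed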
# Target sequence (O14672 214-748 limits assumed): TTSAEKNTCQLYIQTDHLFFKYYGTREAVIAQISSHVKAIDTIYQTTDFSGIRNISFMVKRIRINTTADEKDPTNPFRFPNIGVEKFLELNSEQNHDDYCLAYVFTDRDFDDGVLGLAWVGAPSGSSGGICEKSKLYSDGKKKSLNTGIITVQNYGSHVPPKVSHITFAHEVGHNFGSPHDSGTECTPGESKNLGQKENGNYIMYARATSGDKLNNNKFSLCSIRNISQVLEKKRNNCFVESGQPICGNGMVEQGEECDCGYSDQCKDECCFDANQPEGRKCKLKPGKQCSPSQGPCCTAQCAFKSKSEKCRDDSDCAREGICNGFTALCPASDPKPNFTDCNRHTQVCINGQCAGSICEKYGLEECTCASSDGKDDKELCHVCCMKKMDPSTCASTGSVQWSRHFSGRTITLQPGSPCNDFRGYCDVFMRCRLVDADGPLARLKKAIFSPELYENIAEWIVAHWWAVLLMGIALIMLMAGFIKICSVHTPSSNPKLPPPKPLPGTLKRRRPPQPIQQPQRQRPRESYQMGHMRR
# hcDAF12 agonist = H. contortus DAF-12 activation, primary screen; activation, % at 6.8 µM; hit rate 1.4% among 370,000; HEK293 hcDAF-12 lit1-tk-luc reporter, luminescence; 0% DMSO, 100% Δ7-dafachronic acid;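 active = activation above the mean of all tested compounds plus 3 SD, cut at about 5.5% in these data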;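 also: 100% = response to 3 µM Δ7-dafachronic acid high control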
# hgDAF-12 ag = hgDAF-12 agonism, primary luciferase screen; HEK293 GAL4-hgDAF12 UAS-luciferase reporter, agonist luminescence; normalized to butyrate control; hit rate 1.8% among 370,000; activation, % at 6.8 µM; AID 687014;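 active = activation above a cutoff set at the mean of all screened compounds plus 3 SD, cut at about 10% in these data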;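 also: 0% = DMSO wells and 100% = sodium butyrate wells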
# PLC-beta3 inh = PLC-beta3 (human) inhibition, primary screen; Purified PLC-beta3, fluorogenic substrate, fluorescence; inhibition, % at 12.2 µM; hit rate 0.18% among 370,000; AID 720704; in the data active = inhibition above about 11%;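 also: 0% = median of compound wells on plate and 100% = full blocker control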
# * hit, by the source's call; i = inactive; . = no result given.
# Values run as follows: PLC-beta3 inh	PLC-gamma1 inh	ssDAF-12 act	DAX1 inh-1	hgDAF-12 ag	ADAM10 inh	sPLA2-III inh	GAA850 FXN act	ADAM17 inh	DAX1 inh-2	hcDAF12 agonist
1) Cn1c2c(c(=O)n(C)c1=O)C(c1ccc(Cl)cc1)C(C#N)=C(N)O2 (stereo unspecified)
    -2	-6	-0.5	0.2	0.0	-7	4	0.9	1	-1.3	-1.3
2) COc1ccc(OCc2nnc(SCC(=O)N3CCCc4ccccc43)n2-c2ccc(C)cc2)cc1
    3	0	-1.9	-0.8	-3.7	14	-15	-0.6	9	-0.8	-2.1
3) COC(CNS(=O)(=O)c1ccc(S(=O)(=O)NC2CC2)cc1)OC
    -9	-2	-1.2	-0.1	-1.2	-17	8	-0.5	-2	1.1	-0.6
4) Cc1cc(C)nc(SCC(=O)Nc2ccc(S(=O)(=O)NCCO)cc2)n1
    4	4	-1.6	-0.7	-0.8	-5	4	-0.2	-1	0.2	-1.9
5) CCOc1ccc(NC(=O)Cn2c(=O)n(CCCC(=O)NC3CCN(Cc4ccccc4)CC3)c(=O)c3ccccc32)cc1
    3	2	-0.3	-0.1	1.8	3	-9	-0.9	0	0.2	-1.0
6) CC1CCc2cc(F)ccc2N1C(=O)c1cc2nc(-c3ccco3)cc(C(F)(F)F)n2n1 (stereo unspecified)
    -26	-19	-0.8	0.1	1.7	-3	8	-1.9	-2	-0.2	0.7
7) CCOc1ccc(N2CC(C(=O)NC(C)C)CC2=O)cc1 (stereo unspecified)
    -1	2	-1.7	-0.4	-0.4	-7	5	1.5	-4	1.1	0.6
8) CN=C1S/C(=C\c2cccc(Cl)c2Cl)C(=O)N1C
    -2	2	-1.4	0.5	-0.8	-6	-1	.	-2	.	-0.4
9) CC(C(=O)Nc1ccc2c(c1)OCO2)N(C)CC(=O)Nc1ccccc1Cl (stereo unspecified)
    -2	1	-2.0	-0.6	-2.1	-13	9	0.4	-4	0.3	-0.6
10) COc1cccc(S(=O)(=O)NCC(=O)Nc2ccc(C(C)(C)C)cc2)c1
    0	1	-2.1	-0.5	-0.5	7	-45	0.4	5	-1.9	-0.7
11) COc1cc(NC(=O)c2ccccc2)c(OC)cc1NC(=O)Cc1cccs1
    -12	-8	-1.6	-0.2	-7.0	0	2	1.1	0	.	-1.0
12) CCOc1cc(NC(=O)c2ccco2)c(OCC)cc1NC(=O)COc1ccccc1C
    0	-2	-0.8	-0.1	-1.9	-5	5	-1.0	-7	-0.6	-0.1
13) O=C(CSc1ncn[nH]1)Nc1ccc(OCc2ccccc2)cc1
    -8	0	-1.4	0.5	2.8	-1	-22	1.6	-6	3.6	-0.2
14) O=C(c1ccc(Br)o1)N1CCN(c2ncccn2)CC1
    3	2	-1.0	-0.7	0.0	1	0	-1.9	-1	0.6	0.9
15) COc1ccccc1NC(=O)OCCCN1CCC2(CCC(C)CC2)C1=O (stereo unspecified)
    -1	-3	-1.5	-0.7	0.1	-10	-2	.	-1	.	0.1
16) CCn1cc(/C=C(\NC(=O)c2ccccc2OC)C(=O)N2CCN(C)CC2)c2ccccc21
    -89	-60	-1.3	0.9	3.7	-6	1	2.2	2	-0.2	-2.5
17) CC(CNC(=O)CCc1nnc(CCC2CCCCC2)o1)c1ccccc1 (stereo unspecified)
    1	2	-0.6	0.2	3.5	0	-4	1.2	0	5.6*	-0.2
18) COc1ccc(NC(=O)N(C)C[C@H]2Oc3c(NC(=O)Nc4c(C)noc4C)cccc3C(=O)N([C@H](C)CO)C[C@@H]2C)cc1
    -1	-2	-0.3	1.1	-1.4	-14	18	0.6	-4	1.5	0.1
19) O=C(NCC(=O)N(Cc1ccccc1)C(C(=O)NCC1CCCO1)c1ccccc1)c1ccco1 (stereo unspecified)
    -8	1	-1.2	-0.5	-3.4	4	4	-0.3	-4	-3.0	-2.8
20) Cc1cccc(CN2CCN(c3ncccn3)CC2)c1
    -4	2	0.1	0.5	1.1	-3	-1	0.8	0	-0.2	2.5
21) COc1cccc(C=C2SC(=S)NC2=O)c1
    4	-3	-1.1	-0.2	-4.4	-8	9	0.6	4	0.7	-0.7
22) O=C(c1cc(-c2ccco2)nc2ccccc12)N1CCCC(C(F)(F)F)C1 (stereo unspecified)
    i	i	-1.1	-0.7	0.6	i	1	1.0	i	-0.5	-0.7
23) COc1ccc(C(=O)O[C@@H]2CCC[C@@]3(C(=O)N(Cc4ccccc4)c4ccccc43)[C@H]2NC(=O)CCc2ccccc2)cc1OC
    2	6	-1.0	-0.2	-2.3	20*	-5	.	8	.	-4.0
24) C[C@@H]1CN([C@H](C)CO)S(=O)(=O)c2ccc(Br)cc2O[C@H]1CN(C)C(=O)Cc1ccccn1
    -2	-3	-0.5	-0.9	-4.3	-8	-5	-0.3	-4	1.7	-0.2
25) Cc1ccc(OCCOc2cccc(/C=N/NC(N)=O)c2)cc1
    3	-3	-0.9	0.5	5.2	2	-2	3.5	-1	1.1	2.3
26) O=C(Nc1ccccc1)c1cc(C2CCCN(C(=O)c3ccccc3)C2)on1 (stereo unspecified)
    5	0	-0.3	0.1	4.4	-4	-3	-0.5	2	.	-0.1
27) CSc1nnc(N(CCC#N)CCC#N)s1
    4	-1	-1.2	0.0	2.0	-3	1	-1.4	-3	0.1	-0.1
28) CCOC(=O)c1cccc(NC(=O)CN(c2ccc(OC)cc2)S(=O)(=O)c2c(C)noc2C)c1
    4	2	-1.3	0.1	0.3	11	-34	-4.1	4	0.0	-1.7
29) O=C(Nc1ccccc1)c1ccccc1OCc1ccc(S(=O)(=O)N2CCOCC2)cc1
    -2	-1	-1.2	0.2	-1.9	-4	11	2.7	-5	-0.7	0.7
30) COc1cc(O)sc1C=Nc1ccc(Cl)cc1Cl
    0	-2	1.1*	0.7	-0.9	6	6	2.6	-1	1.9	-0.5
31) CC(C)CNC(=O)COC(=O)CCC(=O)c1cccs1
    6	4	0.3	0.0	0.6	9	1	0.1	0	-1.3	2.2
32) CCC1c2ccccc2C(=O)C1C(N)=O (stereo unspecified)
    -151	-94	-1.1	-0.1	-2.8	2	-5	-2.0	-1	-0.3	-1.2
33) Cc1ccc(S(=O)(=O)N(C)C[C@H]2Oc3ncc(Br)cc3C(=O)N([C@H](C)CO)C[C@@H]2C)cc1
    3	-1	-1.3	-0.7	-1.9	-9	0	0.2	-1	0.5	-0.1
34) C=CCNC(=S)Nc1cccc([N+](=O)[O-])c1
    -2	3	-0.9	-0.5	-1.3	3	-4	0.1	-1	-0.4	0.2
35) Cc1ccc(C=Cc2ccccn2)cc1
    0	-1	-0.1	7.5*	13*	-11	1	3.1	-5	4.5*	3.2
36) COc1cccc(CNC(=O)COC(=O)c2cccc(S(=O)(=O)N3CCN(C(C)=O)CC3)c2)c1
    -6	-2	-1.6	1.8	2.7	-4	0	0.1	-4	0.4	-0.7
37) Cc1ccc(C(=O)Oc2cccc(-n3cnnn3)c2)cc1
    1	0	-0.9	0.0	0.1	-3	-7	0.3	-1	0.1	0.1
38) Cc1[nH]n(C)c(=O)c1C(=O)c1c(-c2c(Cl)cccc2Cl)noc1C
    -4	0	-1.6	-0.4	-3.3	6	-9	1.4	-1	0.9	-0.9
39) O=C(O)c1ccc(S(=O)(=O)N(Cc2ccccc2)C2CCCCC2)cc1
    -2	2	-1.3	0.1	-0.9	3	-6	0.2	2	0.7	0.3
40) CCN(CC)S(=O)(=O)c1ccc(C(=O)OCC(=O)NC2CCCC2)cc1
    -5	-4	-1.0	-0.7	1.6	0	5	0.3	-7	2.3	-1.8

# Part of the list above in order of length of the SMILES, smallest number first.
# Values run as follows: PLC-beta3 inh	PLC-gamma1 inh	ssDAF-12 act	DAX1 inh-1	hgDAF-12 ag	ADAM10 inh	sPLA2-III inh	GAA850 FXN act	ADAM17 inh	DAX1 inh-2	hcDAF12 agonist
32) CCC1c2ccccc2C(=O)C1C(N)=O (stereo unspecified)
    -151	-94	-1.1	-0.1	-2.8	2	-5	-2.0	-1	-0.3	-1.2
21) COc1cccc(C=C2SC(=S)NC2=O)c1
    4	-3	-1.1	-0.2	-4.4	-8	9	0.6	4	0.7	-0.7
34) C=CCNC(=S)Nc1cccc([N+](=O)[O-])c1
    -2	3	-0.9	-0.5	-1.3	3	-4	0.1	-1	-0.4	0.2
15) COc1ccccc1NC(=O)OCCCN1CCC2(CCC(C)CC2)C1=O (stereo unspecified)
    -1	-3	-1.5	-0.7	0.1	-10	-2	.	-1	.	0.1
26) O=C(Nc1ccccc1)c1cc(C2CCCN(C(=O)c3ccccc3)C2)on1 (stereo unspecified)
    5	0	-0.3	0.1	4.4	-4	-3	-0.5	2	.	-0.1
19) O=C(NCC(=O)N(Cc1ccccc1)C(C(=O)NCC1CCCO1)c1ccccc1)c1ccco1 (stereo unspecified)
    -8	1	-1.2	-0.5	-3.4	4	4	-0.3	-4	-3.0	-2.8
28) CCOC(=O)c1cccc(NC(=O)CN(c2ccc(OC)cc2)S(=O)(=O)c2c(C)noc2C)c1
    4	2	-1.3	0.1	0.3	11	-34	-4.1	4	0.0	-1.7
24) C[C@@H]1CN([C@H](C)CO)S(=O)(=O)c2ccc(Br)cc2O[C@H]1CN(C)C(=O)Cc1ccccn1
    -2	-3	-0.5	-0.9	-4.3	-8	-5	-0.3	-4	1.7	-0.2
33) Cc1ccc(S(=O)(=O)N(C)C[C@H]2Oc3ncc(Br)cc3C(=O)N([C@H](C)CO)C[C@@H]2C)cc1
    3	-1	-1.3	-0.7	-1.9	-9	0	0.2	-1	0.5	-0.1
18) COc1ccc(NC(=O)N(C)C[C@H]2Oc3c(NC(=O)Nc4c(C)noc4C)cccc3C(=O)N([C@H](C)CO)C[C@@H]2C)cc1
    -1	-2	-0.3	1.1	-1.4	-14	18	0.6	-4	1.5	0.1

# New compounds follow
# Values run as follows: PLC-beta3 inh	PLC-gamma1 inh	ssDAF-12 act	DAX1 inh-1	hgDAF-12 ag	ADAM10 inh	sPLA2-III inh	GAA850 FXN act	ADAM17 inh	DAX1 inh-2	hcDAF12 agonist
41) Nn1c(SCC(=O)NC2CCS(=O)(=O)C2)nnc1-c1cccs1 (stereo unspecified)
    -8	-2	-1.0	-0.3	0.6	2	-3	-0.3	-3	0.9	-1.6
42) COc1ccc(C(=O)NNC(=O)Nc2ccc(Cl)cc2)cc1
    2	1	-1.2	0.7	-0.7	15	7	4.5	-2	0.1	-0.4
43) CCCNC(=O)N(C)c1nncnc1C(=O)NC
    2	0	-1.2	1.1	-1.4	5	3	1.7	-1	0.3	-0.5
44) CCC(=O)NCCc1nc2cc(NC(=O)c3ccccc3Cl)ccc2n1C
    2	2	-0.8	1.7	5.5	9	12	5.2	1	2.2	3.0
45) CCC(C)N(Cc1ccc(OC)cc1OC)S(=O)(=O)c1cc(Br)ccc1Br (stereo unspecified)
    3	3	-1.3	-1.4	2.5	-9	-3	.	3	.	-1.0
46) Cn1ncc([N+](=O)[O-])c1C(=O)Nc1cc(Cl)ccc1Cl
    2	0	-0.1	-1.3	1.8	-14	0	-1.5	-3	1.1	-1.1
47) O=C(NCCNC(=O)c1ccc(-c2cc(Cl)ccc2Cl)o1)c1cnccn1
    3	0	-1.3	-0.7	-2.1	-15	10	0.8	4	-0.3	-1.2

# Screening data from PubChem.

# Compounds were not picked by outcome; 6.9% or so of the library scored in one or more.
